Candida biofilm – kills Candida albicans biofilms; C. albicans biofilm + clotrimazole, Alamar Blue; inhibition, % at 6 µM; hit rate 0.14% among 85,000; AID 834;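 active = inhibition above 20%; inactive = inhibition below 20%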;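 also: preformed 24 hr biofilms exposed to compound for 48 hr; 0% = biofilm without compound and 100% = blank killed by clotrimazole plus chlorhexidine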
Rev-RRE block – HIV Rev-RRE protein-RNA interaction inhibition. inhibition, % at 8 µM. hit rate 0.79% among 97,000. Rev peptide-RRE RNA binding, FRET;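 active = inhibition above the screen-wide mean plus 3 SD, cut at about 35% in these data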;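 also: 0% = median DMSO wells and 100% = median Neomycin B control wells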
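Test system: labelled RRE RNA duplex and labelled Rev peptide. Times: 5 min compound–RNA preincubation, then 15 min with peptide, 25 °C. Doses: single-dose 8 µM. Measured by: FRET, excitation 480 nm, emission 540 nm donor and 671 nm acceptor. Measure: % inhibition of FRET ratio versus controls.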
LYP act – activators of human LYP (PTPN22) phosphatase; Q9Y2R2; recombinant LYP, DiFMUP fluorescence; 0 = plate median, 100 = signal doubled; activation, % at 2 µM; hit rate 0.11% among 96,000; AID 697;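 active = activation at 2 µM above a set limit, the mean plus 5 SD, cut at about 37% in these data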
PTPN22 inh 2 – blocks human PTPN22 phosphatase activity; recombinant LYP catalytic domain, DiFMUP fluorescence; inhibition, % at 2 µM; hit rate 0.21% among 96,000; AID 640;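 active = inhibition at 2 µM at or above a set limit, the screen mean plus 3 SD, cut at about 24% in these data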;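 also: 0% = DMSO with enzyme and 100% = enzyme fully blocked by orthovanadate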
CYP2C9 inh – human CYP2C9 inhibition; P11712; CYP2C9 Supersomes, luciferin-H conversion, luminescence; inhibition, % at 5 µM; hit rate 20% among 96,000;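 active = blocking of liver enzyme CYP2C9 beyond about 50% at 5 µM, limit read from the data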; also: values of inactives mirror those of a sister screen read the other way
Target sequence (P11712 whole entry, looked up): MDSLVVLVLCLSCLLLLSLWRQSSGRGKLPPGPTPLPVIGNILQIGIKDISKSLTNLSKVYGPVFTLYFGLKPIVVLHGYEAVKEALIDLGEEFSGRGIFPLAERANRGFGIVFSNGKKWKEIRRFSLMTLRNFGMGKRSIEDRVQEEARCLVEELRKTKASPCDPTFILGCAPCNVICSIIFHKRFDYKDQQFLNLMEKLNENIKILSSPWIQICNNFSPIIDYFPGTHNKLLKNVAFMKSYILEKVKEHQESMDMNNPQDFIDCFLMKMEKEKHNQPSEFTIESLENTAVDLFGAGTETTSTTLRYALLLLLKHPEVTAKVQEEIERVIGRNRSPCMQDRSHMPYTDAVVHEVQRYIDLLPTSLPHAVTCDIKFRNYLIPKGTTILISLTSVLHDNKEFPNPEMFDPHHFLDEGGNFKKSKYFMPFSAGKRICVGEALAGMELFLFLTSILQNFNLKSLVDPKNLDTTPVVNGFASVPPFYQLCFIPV
EphB4 ephrin blk – blocks human EphB4 binding to ephrin-B2 | P54760 | EphB4 LBD / TNYL-RAW-Alexa532 peptide, fluorescence polarization | inhibition, % at 7 µM | hit rate 0.15% among 97,000;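 active = inhibition above the screen-wide mean inhibition plus 3 SD, cut at about 15% in these data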;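 also: 0% = DMSO wells and 100% = excess unlabeled TNYL-RAW peptide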
CYP2C9 activ – increases human cytochrome P450 2C9 activity. AID 1024. recombinant CYP2C9, luciferin-H conversion, luminescence; stronger effect = higher value; factor 1 = untreated enzyme, 0 = blocked. P11712. activation factor at 5 µM. hit rate 1.4% among 96,000;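 active = activation factor of 2 or more for CYP2C9 at a 5 µM dose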;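 also: 0 = sulfaphenazole-blocked wells and 1 = vehicle-only wells; values of inactives mirror those of a sister screen read the other way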
PLK1 PBD inh – Plk1 (human) PBD binding inhibition | AID 693 | Plk1 PBD phosphopeptide binding, fluorescence polarization | P53350 | inhibition, %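 (tested at about 20 µM)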 | hit rate 0.13% among 97,000; in the data active = inhibition above about 34%, passing the limit was not always enough
Target sequence (P53350 whole entry, looked up): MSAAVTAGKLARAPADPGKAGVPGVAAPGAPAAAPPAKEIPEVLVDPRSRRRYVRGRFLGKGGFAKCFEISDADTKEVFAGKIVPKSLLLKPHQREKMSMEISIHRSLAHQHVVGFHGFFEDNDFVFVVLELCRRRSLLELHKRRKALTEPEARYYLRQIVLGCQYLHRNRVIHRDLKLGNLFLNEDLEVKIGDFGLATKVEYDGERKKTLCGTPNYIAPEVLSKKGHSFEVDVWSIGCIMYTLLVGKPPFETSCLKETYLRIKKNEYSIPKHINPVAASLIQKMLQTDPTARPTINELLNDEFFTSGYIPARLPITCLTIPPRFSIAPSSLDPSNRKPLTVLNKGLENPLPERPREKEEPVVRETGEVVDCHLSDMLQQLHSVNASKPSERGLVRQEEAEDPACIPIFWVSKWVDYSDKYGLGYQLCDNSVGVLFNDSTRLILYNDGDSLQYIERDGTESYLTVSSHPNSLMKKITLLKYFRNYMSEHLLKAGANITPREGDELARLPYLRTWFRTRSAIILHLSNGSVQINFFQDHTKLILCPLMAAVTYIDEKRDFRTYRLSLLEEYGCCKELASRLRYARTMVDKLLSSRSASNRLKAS
PLK1 kinase inh – blocks human PLK1 kinase activity | AID 619 | recombinant PLK1 kinase, TR-FRET peptide phosphorylation | hit rate 0.53% among 97,000 | inhibition, % at 10 µM | P53350;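 active = inhibition of 50% or more in the single-concentration screen; inactive = inhibition below 50%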;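 also: 0% = DMSO max control and 100% = H-89 dihydrochloride min control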
Numbers without * were called inactive; x = not tested or not shown; [ ] = dose if it differs, or a comment.

SMILES	Candida biofilm	Rev-RRE block	LYP act	PTPN22 inh 2	CYP2C9 inh	EphB4 ephrin blk	CYP2C9 activ	PLK1 PBD inh	PLK1 kinase inh
CCc1cc2c(CN3CCN(CC)CC3)cc(=O)oc2cc1O	0	10	-5	4	-2	8	1	-11	-20
O=C(NCCCN1CCCC1=O)c1ccc(OCc2ccccc2)cc1	x	5	13	-16	47	9	0.5	-27	-10
COc1ccc(N2C(=O)C(Cl)=C(NCc3ccccc3)C2=O)cc1	-2	14	1	1	96*	4	0	-3	-6
Oc1ccc(C=Nc2ccc3ncccc3c2)c(O)c1	1	9	-2	-1	48	-3	0.5	9	-1
CCc1ccc(CCC(=O)Nc2ccc(OC)cc2)o1	4	-2	-2	-1	x	4	x	-5	-11
O=C(c1ccco1)N1CCN(C(=O)c2cc3sccc3n2Cc2ccccc2)CC1	1	-1	8	-10	89*	-4	0.1	-7	-9
COc1cc2ccccc2cc1C(=O)N1CCN(C)CC1	3	2	-5	2	-19	0	1.2	-13	-9
COc1cc(C2CC(=O)c3cnc(NC(=O)COc4ccccc4)nc3C2)cc(OC)c1OC (stereo not drawn)	4	-6	9	-11	19	2	0.8	5	5
CCN(CC)C(=O)c1ccc(S(=O)(=O)N2CCC(c3nc4ccccc4s3)CC2)cc1	-2	4	24	-25	x	-2	x	-1	-8
CS(=O)(=O)Nc1ccc(OCc2ccccc2)cc1	4	5	-2	2	28	-1	0.7	-2	-8
CC(C)Sc1cc(N2CCCC2)nc(-c2ccccc2)n1	x	22	-4	8	7	2	0.9	-11	-9
Cc1cc(C)cc(NC(=O)CN(C)S(=O)(=O)c2cccc3nsnc23)c1	6	0	-9	9	54*	-1	0.5	-10	7
NC(=O)c1csc(-c2ccncc2)n1	x	6	-2	4	-6	-1	1.1	-13	23
CC(C)Nc1nc(C#N)nc(NC(C)C)n1	5	3	0	-2	-24	-9	1.2	17	-4
CC1(C)S/C(=N/N=C/c2cccs2)NC1=O	x	5	-3	5	44	-2	0.6	-1	-13
COc1ccc(Cn2c(N)c(C#N)c3nc4ccccc4nc32)cc1	x	15	4	-6	26	-3	0.7	4	0
COc1nc(C)nc2c1sc1nc3c(cc12)COC(C)(C)C3	4	5	-6	9	-11	-8	1.1	-11	7
N#C/C(=C/c1ccc(N2CCCCC2)o1)C(=O)Nc1ccc(Cl)cc1	x	139*[fluorescence artefact?]	2	5	0	-6	1	-161	-15
CCCCCOc1ccc(C2C(C(C)=O)=C(C)Nc3ncnn32)cc1OC (stereo not drawn)	x	12	-13	11	54*	-1	0.5	2	-10
CCNS(=O)(=O)c1ccc(OC)c(C)c1	x	5	0	0	-174	0	2.7*	-3	-6
CCOC(=O)C1=C(N)Oc2ccc3ccccc3c2C1c1cccnc1 (stereo not drawn)	4	8	3	-4	x	-4	x	-11	-15
Cc1cc(C(F)F)n2ncc(C(=O)NCCc3ccc(Cl)cc3)c2n1	4	16	-12	15	39	-4	0.6	-19	-4
Clc1ccc2c(c1)c1cc(Cl)ccc1n2CN1CCOCC1	4	14	2	4	x	2	x	3	-7
CCc1cc(N2CCOCC2)cc2c1[nH]c1ccccc12	5	2	-4	2	-18	2	1.2	2	-17
CCc1c(C)sc(NC(=O)C2CC2c2ccccc2)c1C(N)=O (stereo not drawn)	x	4	1	-2	22	-7	0.8	31	-3

Next section, starting with the last two of the part before.
SMILES	Candida biofilm	Rev-RRE block	LYP act	PTPN22 inh 2	CYP2C9 inh	EphB4 ephrin blk	CYP2C9 activ	PLK1 PBD inh	PLK1 kinase inh
CCc1cc(N2CCOCC2)cc2c1[nH]c1ccccc12	5	2	-4	2	-18	2	1.2	2	-17
CCc1c(C)sc(NC(=O)C2CC2c2ccccc2)c1C(N)=O (stereo not drawn)	x	4	1	-2	22	-7	0.8	31	-3
Cc1nc([N+](=O)[O-])c(N2CCN(Cc3ccccc3)CC2)n1Cc1ccccc1	-3	7	-1	-1	57*	1	0.4	-4	-4
COCCNC(=O)c1ccc(N(C)S(=O)(=O)c2ccc(OC)c(OC)c2)cc1	4	4	-10	7	x	2	x	-19	-14
CCOC(=O)N1CCN(c2nc(-c3cccs3)cc(C(F)(F)F)n2)CC1	6	3	2	0	7	2	0.9	10	-5
N#C/C(=N\Nc1cccc(Cl)c1)C(=O)c1ccccc1	x	5	-7	9	63*	2	0.4	-14	-12
Cc1cccc(Sc2c([N+](=O)[O-])ncn2C)c1	x	5	8	-6	-13	-2	1.1	8	-7
Nc1ccc(CC2SC(=O)NC2=O)cc1 (stereo not drawn)	-4	11	-1	2	38	4	0.6	4	-7
Cc1cc2oc(=O)cc(C)c2c(=O)o1	4	4	7	-3	-16	5	1.2	-24	5
Cc1cccc(N(C)S(=O)(=O)c2ccc3[nH]cc(C(=O)N4CCOCC4)c(=O)c3c2)c1	7	3	-3	3	19	4	0.8	-12	-1
CC(Sc1nc(-c2ccccc2)cc(C(F)(F)F)n1)C(=O)NCCN1CCOCC1 (stereo not drawn)	4	7	-2	1	3	0	1	-23	-4
COC(=O)c1ccccc1NC(=O)CS(=O)(=O)Cc1nc(-c2ccc(C)cc2)oc1C	2	3	-4	3	-14	1	1.1	1	-16
O=C(COC(=O)c1c2ccccc2cc2ccccc12)Nc1ncc(C(F)(F)F)cc1Cl	0	5	0	1	17	3	0.8	-17	-4
COc1ccc(Nc2nc(Cl)nc(NCc3ccco3)n2)cc1	x	2	5	0	6	-5	0.9	32	-10
CN1C(=O)c2ccccc2C(C(=O)NCc2ccco2)C1c1c[nH]c2ccccc12 (stereo not drawn)	5	6	-2	3	-34	1	1.3	-17	-2
Cc1ccc(C)c2nc(SCC(=O)NCc3cccs3)c(C#N)cc12	x	8	11	-8	19	1	0.8	-29	-26
CCN(CC)c1ccc(/C=N/NC(=O)OC)c(O)c1	x	0	8	-13	6	3	0.9	-24	-10
Cc1c(C(=O)N(C)C)sc(NC(=O)c2cc([N+](=O)[O-])cc([N+](=O)[O-])c2)c1C#N	x	5	-7	4	47	3	0.5	11	-7
Cc1ccc(Oc2ccc(-c3nc(N)nc(N)n3)cc2)cc1C	7	7	-10	11	3	-1	1	10	-1
CCCCN(Cc1ccccc1)S(=O)(=O)c1cc(Br)cc2c1N(C(C)=O)C(C)C2 (stereo not drawn)	-2	13	-3	6	95*	2	0.1	-12	-3
COC(=O)c1ccccc1NC(=O)c1cccc(NC(=O)c2ccc(Br)o2)c1C	5	12	-25	24	14	1	0.9	-25	7
CCOC(=O)CSc1nnc(-c2ccc(NS(=O)(=O)c3ccc(C)cc3)cc2)o1	7	4	31	-37	48	-6	0.5	-3	-6
CCOC(=O)c1c(-c2ccc(C)o2)csc1NC(=S)NC(=O)N(C)C	x	-4	1	2	53*	-12	0.5	-31	-1
CC1(C)NC(=O)N(CNc2cc(Cl)ccc2Cl)C1=O	11	8	-2	1	-206	5	3.1*	-4	-5
CCCn1c(SCC(=O)Nc2nnc(C(C)C)s2)nc2c1c(=O)n(C)c(=O)n2C	0	2	-3	2	-5	-6	1.1	-2	-2
Cn1c(=O)oc2cc(C(=O)c3ccccc3)ccc21	0	6	-10	6	-13	0	1.1	4	-6
CC1Cc2ccccc2N1C(=O)CSc1nnc(Cc2ccccc2)n1CCc1ccccc1 (stereo not drawn)	x	0	-9	8	93*	0	0.1	-7	-6

4 entries picked at random from the list so far, as already listed:
SMILES	Candida biofilm	Rev-RRE block	LYP act	PTPN22 inh 2	CYP2C9 inh	EphB4 ephrin blk	CYP2C9 activ	PLK1 PBD inh	PLK1 kinase inh
CC(Sc1nc(-c2ccccc2)cc(C(F)(F)F)n1)C(=O)NCCN1CCOCC1 (stereo not drawn)	4	7	-2	1	3	0	1	-23	-4
CN1C(=O)c2ccccc2C(C(=O)NCc2ccco2)C1c1c[nH]c2ccccc12 (stereo not drawn)	5	6	-2	3	-34	1	1.3	-17	-2
CCCn1c(SCC(=O)Nc2nnc(C(C)C)s2)nc2c1c(=O)n(C)c(=O)n2C	0	2	-3	2	-5	-6	1.1	-2	-2
Cn1c(=O)oc2cc(C(=O)c3ccccc3)ccc21	0	6	-10	6	-13	0	1.1	4	-6

Continued:
SMILES	Candida biofilm	Rev-RRE block	LYP act	PTPN22 inh 2	CYP2C9 inh	EphB4 ephrin blk	CYP2C9 activ	PLK1 PBD inh	PLK1 kinase inh
O=C(NCc1ccncc1)C1COc2ccccc2O1 (stereo not drawn)	6	5	-7	10	37	0	0.6	16	-10
O=C(Nn1cnnc1)C(c1ccccc1)c1ccccc1	6	1	11	-13	7	-14	0.9	-2	9
Cc1cccc2cc(C(c3nnnn3C(C)(C)C)N3CCN(C(=O)c4ccco4)CC3)c(=O)[nH]c12 (stereo not drawn)	3	2	-2	2	8	-4	0.9	-13	-13
O=C(O)CCC(=O)Nc1ccc(N2CCOCC2)cc1	3	0	9	-9	4	-7	1	-23	-13
CCN(CCO)c1cc(Cl)nc(SC)n1	x	2	-4	6	-90	9	1.9	-26	-5
Cc1ccc(NC(=O)c2ccc(N/N=C/c3cccc(O)c3)c([N+](=O)[O-])c2)cc1	x	-3	1	4	-70	5	1.7	-8	-18
O=C(Nc1ccc2c(c1)oc1ccccc12)c1ccc(Br)o1	8	15	5	-5	-16	-1	1.2	-6	-24
O=C(Nc1ccccc1)c1ccc(S(=O)(=O)N2CCCCC2)cc1	x	-3	-3	1	x	-9	x	19	-2
O=C1NC(c2cccs2)Nc2sc3c(c21)CCCC3 (stereo not drawn)	1	11	-4	0	60*	3	0.4	-13	-5
O=C1OC(c2ccccc2)=C/C1=C\N1CCOCC1	1	4	0	-1	10	-1	0.9	-9	1
Cc1ccccc1S(=O)(=O)c1c(C)cc(C)n(CC(C)C)c1=O	1	1	-8	7	81*	-3	0.2	16	-3
O=C(Nc1ccccc1C(F)(F)F)c1cc(S(=O)(=O)N2CCOCC2)ccc1F	4	7	23	-22	x	3	x	8	-11
COc1ccc(CCCc2nnc(SCC(=O)Nc3cc(C)c(C)cc3Br)o2)cc1	1	1	-7	4	83*	1	0.2	-11	2
COc1ccc(C(c2nnnn2C2CCCC2)N2CCc3ccccc3C2)cc1OC (stereo not drawn)	11	0	11	-10	29	-13	0.7	2	-14
O=C(COC(=O)c1ccccn1)NCc1ccccc1	x	1	x	x	5	-7	1	15	-8
O=C(O)C1Cc2ccccc2CN1C(=O)c1ccccc1 (stereo not drawn)	14	8	0	-3	-10	2	1.1	-14	-13
COc1ccc(C2=C(C)CC(C)(C)NC2=O)cc1OC	-2	3	-2	1	1	2	1	-10	-6
Cc1cc(-c2ccccc2)nc(=O)[nH]1	7	1	4	-7	2	-4	1	-19	-1
Cn1c(=O)cc(SCC(=O)N2CCN(c3ccccn3)CC2)c2ccccc21	-1	0	9	-12	62*	-10	0.4	9	-25
Cn1nc(-c2ccc(C(=O)O)cc2)c2ccccc2c1=O	-4	5	8	-5	5	-3	0.9	-7	9
COc1ccccc1OCC(=O)Nc1ccc(S(=O)(=O)N2CCCCCC2)cc1	5	8	0	-2	80*	-4	0.2	12	-18
Cc1cc2c(ncn2Cc2ccccc2)c(NS(C)(=O)=O)c1C	x	-3	12	-10	35	-6	0.6	-11	-9
NC(=O)CC12CC3CC(C1)CC(CC(N)=O)(C3)C2	6	1	5	-7	8	-1	0.9	-8	-6
COCCN(CC(=O)NCC1CCCO1)C(=O)CCC(=O)Nc1cc(C)on1 (stereo not drawn)	3	8	18	-15	-6	-1	1.1	-17	-1
CCOC(=O)/C=C1\SCC(=O)N1CC(=O)Nc1ccc(C(C)C)cc1	-4	16	2	0	22	3	0.8	14	0
CCOC(=O)CS(=O)(=O)c1ccc2ccccc2c1	10	4	-2	-2	-193	3	2.9*	-10	-10
CCC(C)NC(=O)CN(c1cc(C)ccc1OC)S(C)(=O)=O (stereo not drawn)	3	3	-1	-1	2	8	1	-12	-20
Cc1ccccc1OCC(=O)NCC(=O)OCC(=O)c1ccc2ccccc2c1	x	3	4	-4	-61	15	1.6	-12	-8

Screening results (PubChem)
